NPY Y1 blocker – blocks the human neuropeptide Y Y1 receptor; HEK293-CNG Y1 cells, membrane potential fluorescence; NPY at EC95, then isoproterenol; inhibition, % at 3.6 µM; 1% of 200,000 active;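 active means inhibition above the campaign mean inhibition of all tested compounds plus 3 SD, cut at about 20% in these data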;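 further: 0% = DMSO wells given NPY plus isoproterenol and 100% = isoproterenol alone without NPY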
Target sequence (P25929 whole entry, looked up): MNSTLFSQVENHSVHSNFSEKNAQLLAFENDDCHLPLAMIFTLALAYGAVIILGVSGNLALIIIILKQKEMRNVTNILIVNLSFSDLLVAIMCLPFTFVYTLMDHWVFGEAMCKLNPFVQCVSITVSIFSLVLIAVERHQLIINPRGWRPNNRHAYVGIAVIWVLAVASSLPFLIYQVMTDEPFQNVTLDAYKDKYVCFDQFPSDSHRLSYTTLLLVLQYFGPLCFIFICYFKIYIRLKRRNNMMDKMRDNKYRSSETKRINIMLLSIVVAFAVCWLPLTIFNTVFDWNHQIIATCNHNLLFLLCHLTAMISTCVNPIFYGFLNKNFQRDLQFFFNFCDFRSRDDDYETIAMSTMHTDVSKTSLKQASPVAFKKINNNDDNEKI
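Assay system: HEK293 Y1/CNG channel cell line; Doses: single compound dose of 3.6 µM, 0.4% DMSO; Timing: dye 3 h, compound 60 min room temperature, stimulation 45 min; Technique: Membrane-potential fluorescent dye readout; Measure: % inhibition of NPY effect.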
S1P4 antagonist – blocks the human S1P4 receptor; S1P4-expressing cells, antagonist mode, reporter read-out; O95977; inhibition, % at 4.98 µM; 0.26% of 220,000 active; in the data active means inhibition above about 29%;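 further: 0% = wells stimulated with agonist and 100% = vehicle wells without agonist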
BaF3 parental – reduces parental Ba/F3 cell viability, JAK2V617F counter-screen; 1.1% of 220,000 active; CellTiter-Glo ATP luminescence; AID 1486; inhibition, % at 5.6 µM;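 active means inhibition above a per-campaign cutoff, the mean inhibition of all tested compounds plus 3 SD, cut at about 27% in these data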;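 further: 0% = DMSO wells and 100% = JAK Inhibitor I control wells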
NPY2 pot ag – potentiators or agonists of human neuropeptide Y receptor Y2; cells expressing NPY-Y2, potentiator/agonist read-out; P49146; activation, % at 3.6 µM; AID 1359; 0.45% of 220,000 active; in the data active means activation above about 27%;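 further: cells stimulated with NPY near EC25 plus isoproterenol at EC100; 0% = vehicle plus submaximal agonist and 100% = vehicle plus saturating agonist; some results beyond the cut were filed as inactive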
NCF1 inh – blocks human p47phox regulatory protein of NADPH oxidases | p47phox/p22phox peptide binding, fluorescence polarization, 2 h | 0.53% of 220,000 active | AID 1274 | inhibition, % at 24.7 µM;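 active means inhibition above about 30%, limit read from the data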;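 further: 0% = p47phox with labelled peptide and 100% = labelled peptide alone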
Target sequence (P14598 whole entry, looked up): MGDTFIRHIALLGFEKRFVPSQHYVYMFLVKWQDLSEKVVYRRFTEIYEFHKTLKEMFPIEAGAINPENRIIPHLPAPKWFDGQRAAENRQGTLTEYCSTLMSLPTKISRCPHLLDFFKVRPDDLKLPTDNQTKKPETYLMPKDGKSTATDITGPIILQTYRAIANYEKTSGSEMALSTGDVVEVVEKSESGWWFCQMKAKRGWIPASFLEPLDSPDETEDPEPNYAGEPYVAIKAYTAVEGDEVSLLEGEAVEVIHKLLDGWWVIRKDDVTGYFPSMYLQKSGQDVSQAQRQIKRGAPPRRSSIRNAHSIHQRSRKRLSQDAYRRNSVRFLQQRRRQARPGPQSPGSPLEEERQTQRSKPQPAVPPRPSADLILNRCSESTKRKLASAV
CHOP inh – CHOP inhibition in unfolded protein response. inhibition, % at 10 µM. 3.8% of 220,000 active. CHO-K1 CHOP-promoter luciferase, tunicamycin-induced, 15-18 h;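 active means compounds that reduced the stress-induced luciferase reporter signal by more than about 70% of percent inhibition, limit read from the data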;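 further: 0% = tunicamycin plus vehicle and 100% = wells without tunicamycin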
S1P4 ag – human S1P4 receptor agonism. O95977. S1P4-expressing cell line, agonist reporter assay. activation, % at 4.98 µM. 0.35% of 220,000 active; in the data active means activation above about 11%;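 further: 0% = DMSO vehicle and 100% = reference agonist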
NPY-Y1 PAM-ag – potentiators or agonists of human neuropeptide Y receptor Y1; P25929; NPY-Y1 expressing cells, potentiator/agonist activation; activation, % at 3.6 µM; 0.37% of 220,000 active; in the data active means activation above about 33%, passing the limit was not always enough;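 further: cells stimulated with NPY at EC10 then isoproterenol at EC100; 0% = low agonist plus stimulus and 100% = saturating agonist plus stimulus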
Ba/F3 V617F tox – loss of viability in JAK2V617F-driven Ba/F3 cells. 1.1% of 220,000 active. inhibition, % at 5.6 µM. AID 1446. Ba/F3 EpoR-JAK2V617F viability, ATP luminescence;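 active means inhibition above the campaign mean plus 3 SD over all tested compounds, cut at about 24% in these data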;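 further: cytokine-independent growth of Ba/F3 cells driven by EpoR plus mutant JAK2; 0% = DMSO-treated cells and 100% = JAK inhibitor I control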
Numbers without * were called inactive; nt = no result given.

SMILES	NPY Y1 blocker	S1P4 antagonist	BaF3 parental	NPY2 pot ag	NCF1 inh	CHOP inh	S1P4 ag	NPY-Y1 PAM-ag	Ba/F3 V617F tox
Cc1ccc(NC(=O)C(C)N=C2NS(=O)(=O)c3ccccc32)cc1 (stereo not given)	5	-1	4	-9	-3	13	0.1	-11	1
COc1ccccc1-c1nnc(NC(=O)c2ccccc2F)o1	1	-3	2	15	-8	3	-1.0	-9	0
CCCCSc1nnc(CCC)n1N	2	1	-2	1	-15	-9	-0.5	13	-4
CCOC(=O)CN1N=C(/C=C/c2ccc(C)cc2)CCC1=O	9	5	7	1	-8	23	1.1	1	-4
CCCCCCCSc1nc(N)cc(=O)[nH]1	0	-11	3	-6	-6	23	1.5	-8	1
CCNc1nc(=S)nc(NCc2ccccc2)[nH]1	10	-21	4	-5	-1	13	0.9	-3	-2
C=CC(=O)N1c2ccccc2Sc2ccc(NC(=O)OCC)cc21	-3	5	3	20	-20	-53	-1.4	42*	1
Cc1cc(NC(=O)C(C)C)ncc1NC(=O)c1ccccn1	-2	12	1	-15	7	-19	-1.4	6	-3
CCOC(=O)c1cc2c(=O)n3cccc(C)c3nc2n(CCOC)c1=NC(C)=O	nt	-5	-1	-4	-10	9	0.3	10	-4
Cc1cccc(NC(=O)c2cc(Cl)ccc2[N+](=O)[O-])c1	9	-15	4	18	-2	-9	1.4	11	-1
CCO/C=C/C(O)(CNC(=O)COc1ccccc1F)C(F)(F)F (stereo not given)	-2	5	3	8	-10	25	0.4	-8	1
Cc1cc(Cl)c(S(=O)(=O)Nc2ccc3c(c2)OCCO3)cc1OCC(N)=O	-4	-13	3	-22	-11	65	2.7	-6	5
CCOC(=O)c1c(C)c(C(=O)OCC)n(C)c1C	nt	-7	3	-13	-7	32	1.9	-15	-4
CC1CCCC(NC(=O)CN(C)S(=O)(=O)c2cccc3cccnc23)C1C (stereo not given)	5	-10	7	-4	-2	8	-1.1	-7	0
Cc1cccc(CS(=O)(=O)Cc2ccc(C(=O)O)o2)c1	-7	-1	4	3	-18	33	0.0	-32	1
COc1ccc(N(C)S(=O)(=O)c2cccc(C(=O)NCc3ccc4c(c3)OCO4)c2)cc1	2	-6	4	8	-17	33	0.7	-11	2
O=C(CN1C(=O)S/C(=C/c2cccs2)C1=O)N1CCOCC1	13	-15	0	-1	-6	0	0.9	6	-3
O=C(NCc1cccnc1)C1CCN(S(=O)(=O)N2CCC3(CC2)OCCO3)CC1	-5	12	7	2	-3	-14	-1.6	-3	5
Cc1nnc(NC(=O)CCSc2ccc(Cl)cc2)s1	1	3	3	-5	-7	16	-1.1	-8	-4
Nc1cccc(S(=O)(=O)c2ccc(N)c(N)c2)c1	4	-6	3	6	9	6	-0.6	6	1
O=C(Nc1cccc(S(=O)(=O)N2CCCCC2)c1)c1cnccn1	-7	12	4	7	-10	-2	-1.4	16	-2
Cc1nc2ccccc2c(C)c1C(=O)c1ccc(F)cc1	4	-25	2	-12	3	54	1.8	-9	-1
COC(=O)c1nnn(CC(=O)Nc2ccc(C)c(F)c2)c1C(=O)OC	-1	-10	5	-6	-2	-15	-1.8	-7	3
COc1cc2cc(Oc3ccc4ccc(=O)oc4c3)c(=O)oc2cc1O	4	0	0	3	-2	-6	1.1	-25	1
COc1ccc2cc3cc(C(=O)NCC4CCCO4)oc3nc2c1 (stereo not given)	4	1	3	9	-1	16	-2.0	-4	-3
CCOC(=O)N1CCN(C(=S)Nc2cccc(C)c2)CC1	-2	18	13	-8	-8	18	-3.4	0	2
COC(=O)CNc1nc(-c2ccncc2)nc2ccccc12	0	-3	4	21	-12	-22	-0.7	2	1
COc1ccc(C(=O)NNC(=O)C2CCCO2)cc1 (stereo not given)	nt	-9	-5	-1	-6	-7	-0.1	13	-6
COc1ccc2nc(SC(C(=O)c3ccccc3)c3ccccc3)nc(C)c2c1 (stereo not given)	40*	-25	3	-30	-22	14	0.0	-46	-4
CCN1CCc2c(sc(NC(=S)NC(=O)c3ccc(Cl)cc3)c2C(N)=O)C1	nt	-15	0	-1	-23	9	1.1	14	-1
CCOC(=O)N1CCN=C1SCc1ccc(Cl)c(Cl)c1	7	-11	-2	-15	-5	30	-2.0	-13	1
O=C(CSc1ncccn1)N/N=C/c1cccc([N+](=O)[O-])c1	3	-6	-1	7	-4	4	2.2	2	-3
CCCCCCC(=O)Nc1nc(C)c(-c2csc(Nc3cc(Cl)ccc3OC)n2)s1	11	-28	3	7	-22	39	0.8	13	1
COC(=O)COc1cc(C)cc2oc(=O)c(CC(=O)OC)c(C)c12	-1	-16	3	-4	-7	-19	3.3	5	-6
Cn1c(N)c(S(=O)(=O)NCc2ccc(Cl)cc2)c(=O)n(C)c1=O	-2	-13	4	8	0	11	0.4	10	0
CCOc1ccc(N(C(=O)C2CCCO2)C2C=CS(=O)(=O)C2)cc1 (stereo not given)	-3	-4	-1	-25	-1	-26	-0.1	-16	-2
CCOC(=O)C1CCCN(CCC(=O)Nc2ccc(C)cc2)C1 (stereo not given)	9	3	1	-2	2	4	0.1	1	-4
CCNC(=O)c1ccc(OCC(=O)Nc2ccc(F)cc2)c(OC)c1	2	-2	4	-17	nt	-1	-0.9	-18	-1
Cc1onc(-c2ccccc2)c1C(=O)Nc1ccc2c(c1)OCO2	1	6	2	-1	2	23	1.6	4	-3
Cc1ccc(CSc2ncccc2C(=O)O)cc1	23*	-1	-2	-15	-6	20	-0.5	-21	-2
CC(=O)Cc1c(C(=O)O)c(C)nn1-c1ccccc1	2	-9	1	-5	-3	-15	0.5	6	-4
O=C(CSc1nnc(NC(=O)Cc2ccccc2)s1)NCc1ccco1	0	3	7	5	-12	1	17*	-7	0
CSC(=S)N(C)C1CCS(=O)(=O)C1 (stereo not given)	11	-8	4	-5	-5	-6	4.7	-7	1
COc1ccccc1OCCOCCOc1ccc(C)cc1[N+](=O)[O-]	10	-9	0	-11	-3	1	0.3	-32	1
CCN(/N=C/c1cccs1)c1cc(=O)n(C)c(=O)[nH]1	-1	-18	5	3	1	13	-2.1	-18	4
O=C(Nc1cccc2ccccc12)N1CC=C(c2ccccc2)CC1	1	5	3	-10	-8	-8	-1.2	-21	-1
Cc1ccc(S(=O)(=O)NC(C(=O)Oc2cc3oc(=O)cc(C)c3cc2Cl)C(C)C)cc1 (stereo not given)	5	-16	3	0	-6	12	1.3	1	-3
COC(=O)CN(c1nc(C)cc(OC)n1)S(=O)(=O)c1ccc(C)cc1	4	-13	1	-4	-2	8	1.8	2	-4
CCNS(=O)(=O)c1ccc(NC(=O)c2ccc(Cn3cc([N+](=O)[O-])cn3)o2)cc1	-1	6	7	-2	-4	10	-1.1	-11	-1
CCC(C)(C)n1nnnc1C(c1ccc(C)cc1)N(Cc1ccco1)Cc1cccs1 (stereo not given)	18	-9	-1	1	-8	18	0.8	-22	-5
Cc1nc2cc(C(=O)N3c4ccccc4CC3C)ccc2s1 (stereo not given)	0	1	8	-3	-4	-9	0.8	1	-1
O=C(O)CSCC(=O)Nc1ccccc1	9	-8	7	-7	nt	nt	2.3	-16	7
O=C(CN1CCCCCCC1)N/N=C/c1ccc(F)cc1F	2	-5	5	10	2	-3	1.0	6	0
CCN(/N=C/c1ccc(Cl)cc1)c1cc(=O)n(C)c(=O)[nH]1	-3	-7	6	-3	4	-7	2.6	7	-1
CCOC(=O)c1c(N)sc(C(C)=O)c1C	2	-1	3	-14	6	-13	-1.8	2	0
O=S(=O)(NCC1CCCO1)c1ccc(S(=O)(=O)N(Cc2ccc(F)cc2)Cc2ccccn2)cc1 (stereo not given)	-2	0	3	-2	-12	14	0.1	5	-2
CCC1=Nc2cc(C(=O)O)ccc2Sc2ccccc21	-4	6	5	-1	-12	-1	1.8	-4	-6
Cn1c(NC(=O)c2ccco2)c(-c2ccccc2Cl)c(=O)c2ccccc21	-1	-7	5	-5	-17	23	1.9	2	0
CCc1ccccc1NC(=O)c1nnn(CC(=O)Nc2ccccc2C)c1N	6	-15	2	3	-1	-10	1.9	14	1
CC(C)NCCCOc1ccc(C(C)(C)c2ccccc2)cc1	-2	-16	7	-8	6	13	1.9	-17	2

Taken from above:
Value of Cc1cccc(CS(=O)(=O)Cc2ccc(C(=O)O)o2)c1 under S1P4 antagonist: -1
Value of COc1ccc2cc3cc(C(=O)NCC4CCCO4)oc3nc2c1 (stereo not given) under Ba/F3 V617F tox: -3
Value of O=C(CSc1nnc(NC(=O)Cc2ccccc2)s1)NCc1ccco1 under CHOP inh: 1
Value of CCOC(=O)CN1N=C(/C=C/c2ccc(C)cc2)CCC1=O under CHOP inh: 23
Value of CC1CCCC(NC(=O)CN(C)S(=O)(=O)c2cccc3cccnc23)C1C (stereo not given) under Ba/F3 V617F tox: 0

S1P4 ag: what is marked active above
smiles | NPY Y1 blocker | S1P4 antagonist | NPY2 pot ag | NCF1 inh | CHOP inh | S1P4 ag | NPY-Y1 PAM-ag
O=C(CSc1nnc(NC(=O)Cc2ccccc2)s1)NCc1ccco1 | 0 | 3 | 5 | -12 | 1 | 17* | -7

Later entries.
SMILES	NPY Y1 blocker	S1P4 antagonist	BaF3 parental	NPY2 pot ag	NCF1 inh	CHOP inh	S1P4 ag	NPY-Y1 PAM-ag	Ba/F3 V617F tox
CCn1c(=O)c(C(=O)NCCN2CCCCC2)c(O)c2ccccc21	1	-11	2	-14	2	-25	1.4	-11	-2
C=CCN(CC=C)Cc1c(C)[nH]c2c(C)c(C)ccc2c1=O	0	-4	4	-12	10	3	-0.4	-1	4
COc1ccc(CC(=O)OCCN(C)C)cc1	7	7	2	2	-4	17	0.8	6	-4
Cc1cccc(NC(=O)Cn2c(O)c(N=NC(=O)c3ccncc3)c3ccccc32)c1	-1	8	3	0	10	84*	0.2	-1	1
COc1ccccc1NC(=O)c1ccccc1C(=O)O	-4	12	0	-18	-2	-29	-1.6	7	-2
CCc1ccc(OCC(=O)Nc2cccc3c2CCCC3)cc1	17	-7	8	-7	-3	79*	1.3	-20	-1
CC(NC(=O)c1ccc(Br)s1)c1ccncc1 (stereo not given)	-2	-8	6	9	-10	10	1.2	5	0
CC1CCN(c2nc(Cl)nc(Nc3ccc([N+](=O)[O-])cc3)n2)CC1	6	-9	3	7	-26	-6	1.3	-31	-1
COc1ccc(CCNC(=S)Nc2cc(C)ccc2C)cc1	0	-3	8	-13	-1	39	-1.9	-12	4
CCOC(=O)N1CCN(C(=O)CCNS(=O)(=O)c2cc(Br)cnc2N)CC1	4	-12	0	6	-13	24	2.4	2	0
CCC(=O)Nc1ccccc1C(=O)N1CCN(Cc2ccccc2)CC1	-4	-10	0	11	-6	26	0.3	7	-4
COc1ccccc1NC(=O)CN1CCN(CC(=O)Nc2ccc3c(c2)OCO3)CC1	-8	-1	8	3	-4	12	-1.2	5	4
CCOc1ccc(NC(=O)c2cn(CC(C)C)c(=O)c3c2c2ccccc2n3C)cc1	-4	-10	3	-3	13	90*	0.8	-15	-3
O=C(CSc1nc2ncccc2[nH]1)c1cccc([N+](=O)[O-])c1	6	-4	3	10	-22	6	2.5	1	0
CC(/C=C1\SC(=S)N(NC(=O)c2ccncc2)C1=O)=C\c1ccccc1	nt	6	-1	-8	0	7	0.8	16	3
CCOC(=O)C1(Cc2cccc(OC)c2)CCCN(Cc2cc(C(C)C)n[nH]2)C1 (stereo not given)	1	8	5	-20	-3	-10	3.0	-6	1
CN(C)c1cc(-c2ccc(Cl)cc2Cl)oc(=O)c1Cl	nt	9	4	-7	-9	52	-0.2	-1	-2
Cc1ccc(C(=O)N2CCOCC2)cc1Cl	-6	-9	4	-5	-10	10	-1.5	-10	0
CCCC(=O)Nc1ccc2nc(SCC(=O)N3CCCC3)sc2c1	2	-13	3	-6	-12	-2	0.9	-4	3

High-throughput results deposited in PubChem BioAssay by several laboratories.
